Bioassay records (PubChem)
CYP2C9 activ = increases human cytochrome P450 2C9 activity. recombinant CYP2C9, luciferin-H conversion, luminescence; stronger effect = higher value; factor 1 = untreated enzyme, 0 = blocked. P11712. activation factor at 5 µM. AID 1024. hit rate 1.4% among 96,000;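 active = activation factor of 2 or more for CYP2C9 at a 5 µM dose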;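 also: 0 = sulfaphenazole-blocked wells and 1 = vehicle-only wells; values of inactives mirror those of a sister screen read the other way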
CYP2C19 inhib = human CYP2C19 inhibition; inhibition, % at 5 µM; CYP2C19 Supersomes, luciferin-H EGE luminescence, 30 min; P33261; hit rate 21% among 96,000;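 active = CYP2C19 inhibition above a set limit at 5 µM in the primary screen, cut at about 50% in these data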;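 also: plate controls were negative control wells for no effect and 2.5 mM tranylcypromine positive control for full effect; values of inactives mirror those of a sister screen read the other way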
CD11b adhes inh = CD11b/CD18-fibrinogen binding inhibition; K562 CD11b/CD18 adhesion to fibrinogen, ATPlite luminescence; Mn2+ added to activate the integrin; hit rate 0.54% among 93,000; P05107+P11215; inhibition, % at 10 µM;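 active = primary inhibition of 50% or more at 10 µM, then 40% or more on retest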; also: some results filed as inactive read as strong as hits
CYP2C9 inh = inhibitors of human CYP2C9; P11712; CYP2C9 Supersomes, luciferin-H conversion, luminescence; inhibition, % at 5 µM; hit rate 20% among 96,000; AID 777;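 active = blocking of liver enzyme CYP2C9 beyond about 50% at 5 µM, limit read from the data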; also: values of inactives mirror those of a sister screen read the other way
MT1-MMP txn act = MT1-MMP promoter transcription activation | HT1080 MT1-MMP promoter luciferase reporter, luminescence, overnight; stronger effect = higher value | activation factor at 10 µM | hit rate 0.16% among 86,000 | AID 750;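 active = activation factor of at least 2 for MT1-MMP transcription at 10 µM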
CYP2C19 activ = cytochrome P450 2C19 (human) activation; 96,000 tested, under 10 active; AID 1025; recombinant CYP2C19, luciferin-H EGE luminescence; stronger effect = higher value; 0 = fully inhibited enzyme, 1 = untreated enzyme; P33261; activation factor at 5 µM;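 active = activation factor of at least 2 at 5 µM in the primary screen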;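 also: 0 = wells with 2.5 mM tranylcypromine and 1 = vehicle-only wells; values of inactives mirror those of a sister screen read the other way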
Pyk2 oligo antag = Pyk2 (human) oligomerization antagonism; Q293 cells, Pyk2 FERM NanoBiT luminescence; stronger effect = lower value; z-score (the deposit names both 25 µM and 10 µM); AID 1347419; hit rate 0.83% among 99,000;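 active = Z-score of -3 or lower, scaled per plate to the spread of control and sample wells; inactive = z-score above -3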;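 also: negative z-score means lost luminescence so less FERM oligomerization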
PLAP act = activators of human placental alkaline phosphatase; P05187; purified PLAP enzyme, luminescent substrate read-out; stronger effect = higher value; activation fold at 20 µM; hit rate 1.2% among 96,000; in the data active = activation fold above about 2
Target sequence (P05187 whole entry, looked up): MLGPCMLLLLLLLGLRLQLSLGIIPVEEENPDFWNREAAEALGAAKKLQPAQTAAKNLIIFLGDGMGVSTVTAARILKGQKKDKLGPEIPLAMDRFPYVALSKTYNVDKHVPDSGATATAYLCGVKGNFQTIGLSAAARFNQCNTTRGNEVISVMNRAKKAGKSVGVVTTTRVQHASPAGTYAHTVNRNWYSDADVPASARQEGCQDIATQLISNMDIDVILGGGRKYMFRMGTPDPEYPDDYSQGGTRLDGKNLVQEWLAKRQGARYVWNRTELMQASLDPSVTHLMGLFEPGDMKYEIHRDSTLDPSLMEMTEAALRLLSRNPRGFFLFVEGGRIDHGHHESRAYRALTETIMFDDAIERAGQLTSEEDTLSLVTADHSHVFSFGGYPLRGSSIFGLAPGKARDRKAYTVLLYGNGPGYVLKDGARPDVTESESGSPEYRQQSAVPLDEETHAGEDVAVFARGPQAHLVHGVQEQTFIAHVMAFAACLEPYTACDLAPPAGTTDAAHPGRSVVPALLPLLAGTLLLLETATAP
CD11b adhes enh = increases human CD11b/CD18 adhesion to fibrinogen. P05107+P11215. K562 CD11b/CD18 adhesion to fibrinogen, ATPlite luminescence. activation, % at 10 µM. hit rate 0.07% among 93,000;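 active = 10 µM primary screen giving 50% or more activity, confirmed by 40% or more on retest at that dose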; also: strong numbers were not always called active; reference of the scale not given here
An asterisk follows results filed as active; x = not tested or not shown. Rows were taken by chance; about 31% have a hit in one of these screens.

#	SMILES	CYP2C9 activ	CYP2C19 inhib	CD11b adhes inh	CYP2C9 inh	MT1-MMP txn act	CYP2C19 activ	Pyk2 oligo antag	PLAP act	CD11b adhes enh
1	COC(=O)C1(CCSC)NC(c2ccccc2OC)C2C(=O)N(C)C(=O)C21 (centres undefined)	0.6	-3	5	40	1.2	1	-0.13	0.9	1
2	CCn1c(SCC(N)=O)nc2c1c(=O)n(C)c(=O)n2C	1.1	-15	-19	-13	1.1	1.2	0.13	0.9	-1
3	O=C(NCCO)c1c(O)c2cccc3c2n(c1=O)CC3	1.1	-19	-1	-13	1.2	1.2	-0.44	1.1	-3
4	CC(C)NC(=O)c1cnc(N2CCN(c3ccccn3)CC2)c2ccccc12	0.6	20	7	35	1.1	0.8	0.61	1.2	-4
5	COC(=O)c1ccc(/C=N/OCC(=O)NC2CCCCCCC2)cc1	0.4	16	13	65*	x	0.8	1.5	0.9	-2
6	O=C(CSCC(=O)N1CCN(c2ccccc2)CC1)Nc1nc(-c2ccc(Cl)s2)cs1	0.4	-2	73	61*	x	1	x	1.6	-9
7	CC(C)OC(=O)CSc1nnc2n1C(C)(C)Cc1ccccc1-2	0.5	49	-9	53*	1.1	0.5	1.1	1.1	5
8	Cc1cccc2cc(C(c3nnnn3C3CCCC3)N3CCOCC3)c(=O)[nH]c12 (centres undefined)	0.9	10	27	12	1.2	0.9	1.6	1.1	4
9	Cc1ccn2cc(CCNC(=O)c3ccc(Br)o3)nc2c1	1	39	-51	3	1.1	0.6	x	1	2
10	O=C(NCCN1CCN(c2cccc(Cl)c2)CC1)C1CCCN(S(=O)(=O)c2cnc[nH]2)C1 (centres undefined)	0.7	0	-9	27	1	1	x	1.7	2
11	CCOc1cc(/C=C2\C(=O)N(Cc3ccc(C)cc3)C(C)=C2C(=O)OC)ccc1O	0.2	40	x	83*	x	0.6	-0.56	1.1	x
12	O=C1CCC(=O)N1c1nc2nc(-c3ccccc3)cc(=O)n2[nH]1	0.9	4	15	8	1.1	1	0.05	1	-2
13	COCCCNc1nc(SCc2ccccc2)nc2sc3c(c12)CCC3	0.4	25	x	61*	1.2	0.7	-0.32	1.1	x
14	COc1ccc(-n2c(=O)c3ccccc3n(Cc3ccc(F)cc3)c2=O)cc1OC	1.1	8	3	-6	1.2	0.9	0.41	1.2	0
15	CCCOc1ccc(C(=O)N2CCCc3ccccc32)cc1	0.3	93*	4	69*	1.2	0.1	-1.3	1.2	0
16	CC(C)CC(C(=O)Nn1cnnc1)N1C(=O)c2ccccc2C1=O (centres undefined)	1	5	-6	-1	1.1	1	1.1	1.7	-5
17	CO/N=C/c1ccc(Sc2ccccc2N)c([N+](=O)[O-])c1	0.3	74*	-4	69*	1.2	0.3	-0.38	0.9	3
18	CC(C)NC(=O)c1ccc(OC2CSC2)cc1	1	8	-15	0	1.1	0.9	0.66	1	-4
19	Cc1c(C#N)c2ccccc2n1CC(=O)NCC1CCCO1 (centres undefined)	0.9	24	-9	7	1.2	0.8	0.98	0.9	2
20	Cc1cccc(NC(=O)c2cccnc2)c1	1	7	-11	1	1.1	0.9	-1.8	0.9	-4
21	COc1ccc(NC(=O)c2cc3ccccc3o2)cc1	0.8	30	10	19	1.1	0.7	-0.26	0.8	0
22	Cc1ccc(NC(=O)CN2C(=O)NC(Cc3ccccc3)C2=O)cc1 (centres undefined)	1	-10	-2	-3	1	1.1	-0.39	1	-4
23	O=C(CSc1ncccn1)Nc1ccc(N2CCOCC2)cc1	1	-8	-8	-4	x	1.1	0.24	0.9	-3
24	CNC(=S)NNC(=O)c1cccn(Cc2cccc(Cl)c2)c1=O	1	3	x	-1	x	1	0.33	1.6	x
25	CCOC(=O)c1cn(-c2nc(-c3ccc(Cl)c(Cl)c3)cs2)c2c(F)c(N3CCOCC3)c(F)cc2c1=O	0.8	-5	6	17	x	1.1	0.32	1.2	52*
26	CCOC(=O)C1CCN(Cc2coc3ccc(Cl)cc3c2=O)CC1	1.5	6	x	-49	1.1	0.9	1.1	1.1	x
27	CN(C)S(=O)(=O)c1ccc(Oc2ccc(S(=O)(=O)N(C)C)cc2)cc1	0.9	20	x	13	1.1	0.8	2	0.9	x
28	CS(=O)(=O)N(CC(=O)N1CCCC1)c1ccc(Cl)c(Cl)c1	1	13	-3	4	x	0.9	-0.07	1	-3
29	CCc1nc2cc(Cl)c(Cl)cc2[nH]1	0.8	59*	4	25	1.2	0.4	0.66	1.3	0
30	Cc1cc2c(n1-c1ccc(Br)cc1)CC(C)(C)CC2=O	1	67*	-13	3	1.1	0.3	-0.08	1	3
31	CC(C)(C)OC(=O)N1CCC(C(=O)N2CCOCC2)CC1	1	-2	6	3	x	1	0.22	0.9	-5
32	CO/N=C/c1ccc(N2CCN(C(=O)c3cccc(C(F)(F)F)c3)CC2)c([N+](=O)[O-])c1	0.7	22	15	27	x	0.8	0.1	1.2	5
33	COc1ccc(N(CC(=O)N2CCCCC2)S(=O)(=O)c2c(C)nn(C)c2C)cc1	1	28	2	-2	1.1	0.7	x	1.5	2
34	Cc1ccc(C(=O)NCCNS(=O)(=O)c2ccccc2)cc1	0.4	81*	-9	60*	1.2	0.2	1.1	0.9	-1
35	O=c1[nH]c(=O)n(C2CCCCCC2)c(O)c1C=NCc1ccc(F)cc1	1.1	0	8	-6	1	1	-1.7	1	-3
36	CCn1c(SCc2cccc(C)c2)nnc1-c1ccccc1	1	97*	2	5	1.4	0	-0.52	0.8	-7
37	COc1ccc(C(=O)C(OC(=O)CNC(=O)c2ccco2)c2ccccc2)cc1 (centres undefined)	0.8	46	x	19	1.4	0.5	0.61	1.1	x
38	CC(C)NC(=O)c1ccccc1NC(=O)C1CCCO1 (centres undefined)	0.7	4	-6	26	x	1	3.1	0.9	-2
39	Nc1ncnc(Nc2ccccc2C(F)(F)F)n1	1.2	-12	5	-22	1.2	1.1	0.46	1	-1
40	c1ccc(-c2nc(-n3nc4ccccc4n3)nc3ccccc23)cc1	0.6	19	10	42	x	0.8	-2.6	0.8	-4
41	CC(=O)Nc1ccc(S(=O)(=O)Nc2nc3ccccc3nc2Sc2nncn2C)cc1	0.6	-22	-4	44	1.2	1.2	2.3	1.5	1
42	CCC(C)c1c(O)nc(SCC(=O)N2CCOCC2)[nH]c1=O (centres undefined)	1	6	-15	2	1.1	0.9	1.1	1.1	0
43	C=CCOc1nc2c(c(=O)n(Cc3ccc(Cl)cc3)c(=O)n2C)n1C	0.8	34	-5	15	1.2	0.7	-0.27	1	-3
44	C=CCOc1ccc(NC(=O)C(=O)NCCCn2ccnc2)cc1	0.5	48	-6	47	x	0.5	-0.16	1.1	1
45	O=c1cnc2ccccc2n1CC1CCCCC1	0.7	96*	-4	32	1.6	0	0.96	0.7	-1
46	O=C(Nc1cc(Cl)cc(Cl)c1)C1CCC(=O)N1Cc1ccccc1Cl (centres undefined)	0.1	96*	2	91*	x	0	-1.1	0.9	0
47	CCC(NS(=O)(=O)c1ccc(C)cc1)C(=O)Nc1ccc(NC(C)=O)cc1 (centres undefined)	0.5	70*	26	46	1.1	0.3	2.8	1	-1
48	CCOC(=O)N1CCN(C(=S)Nc2cc(OC)c(OC)cc2C(=O)OC)CC1	1	98*	x	2	x	0	-0.5	1.2	x

One compound at a time (already shown). Order of screens: CYP2C9 activ	CYP2C19 inhib	CD11b adhes inh	CYP2C9 inh	MT1-MMP txn act	CYP2C19 activ	Pyk2 oligo antag	PLAP act	CD11b adhes enh
`CCOC(=O)N1CCN(C(=S)Nc2cc(OC)c(OC)cc2C(=O)OC)CC1` is listed as 1	98*	x	2	x	0	-0.5	1.2	x
`CCC(C)c1c(O)nc(SCC(=O)N2CCOCC2)[nH]c1=O` (centres undefined) is listed as 1	6	-15	2	1.1	0.9	1.1	1.1	0

Next results follow.
#	SMILES	CYP2C9 activ	CYP2C19 inhib	CD11b adhes inh	CYP2C9 inh	MT1-MMP txn act	CYP2C19 activ	Pyk2 oligo antag	PLAP act	CD11b adhes enh
49	Cn1ccnc1SCC(=O)Nc1ccc2ccccc2c1	0.8	93*	-24	19	0.6	0.1	0.03	0.8	2
50	O=C(c1ccc(N2CCOCC2)nc1)N1CCOCC1	0.6	9	-3	44	1.1	0.9	0.1	1	-7
51	Cc1ccc(C2CC(c3ccco3)n3ncnc3N2)cc1 (centres undefined)	0.7	91*	2	34	1.1	0.1	x	1.3	-3
52	N=c1n(CCN2CCCC2)c2ccccc2n1CC(O)c1ccco1 (centres undefined)	0.9	-8	-12	6	1	1.1	1.6	1.2	-1
53	FC(F)(F)c1ccc(N2CCOCC2)c(NC2=NCCCCC2)c1	1	3	2	1	1.1	1	1.7	0.9	-3
54	CSc1nc2ccccc2cc1/C=C(\C#N)c1cccc(C)c1	0.8	25	x	18	x	0.7	-1.8	0.8	x
55	Cc1ccc(-c2nn(CCC(=O)O)cc2CCC(=O)O)cc1	1	-2	-2	3	1	1	-0.3	0.9	-6
56	Cc1ccc(-c2nc(CSCC(=O)Nc3cc(C)on3)c(C)o2)cc1	0.7	14	9	26	x	0.9	x	1	0
57	COc1ccc(CCNC(=O)CSc2nnc(CNC(=O)c3ccco3)o2)cc1OC	0.8	-7	0	17	x	1.1	1.6	1	-3
58	Fc1cccc(Cn2ccc(-c3ccc4c(c3)OCO4)n2)c1	0.1	95*	10	86*	x	0.1	-0.82	0.8	3
59	CCCCc1c(C)nn(-c2nnc3c4ccccc4n(C)c3n2)c1C	0.9	12	-8	14	1.4	0.9	-0.81	1.2	8
60	N#Cc1c(NC(=O)CN2CCN(C(=O)c3ccco3)CC2)sc2c1CCCCC2	0.8	26	16	22	0.9	0.7	0.02	1.5	8
61	Cc1cc(OCC(=O)NCCO)cc(C)c1Cl	1.2	28	-10	-17	1.1	0.7	0.31	1.3	-4
62	Cn1c(CN2CCOCC2)nnc1SCC(=O)NCCc1ccccc1	1.4	-8	-19	-36	1.1	1.1	-0.07	1.1	4
63	N#CC1(c2ccccc2)CCCN1C(=O)c1ccccc1Br (centres undefined)	1	11	-11	0	1.1	0.9	1.3	0.9	2
